Screening data as filed in PubChem BioAssay.
TRb-SRC2 inh – disrupts binding of human TR beta to SRC2. P10828. TRbeta-SRC2 peptide binding, fluorescence polarization; receptor liganded with 1 µM T3. Potency, µM (titrated, usually from 106 µM), without a hit: at the highest dose activity change, negative = inhibition, usual class: inhibitors. 280,000 compounds, 0.065% hits;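 further: plate controls were bound peptide for no effect and peptide without receptor for full effect; nearly all actives have a fitted effect of over 50% in size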
Target sequence (P10828 whole entry, looked up): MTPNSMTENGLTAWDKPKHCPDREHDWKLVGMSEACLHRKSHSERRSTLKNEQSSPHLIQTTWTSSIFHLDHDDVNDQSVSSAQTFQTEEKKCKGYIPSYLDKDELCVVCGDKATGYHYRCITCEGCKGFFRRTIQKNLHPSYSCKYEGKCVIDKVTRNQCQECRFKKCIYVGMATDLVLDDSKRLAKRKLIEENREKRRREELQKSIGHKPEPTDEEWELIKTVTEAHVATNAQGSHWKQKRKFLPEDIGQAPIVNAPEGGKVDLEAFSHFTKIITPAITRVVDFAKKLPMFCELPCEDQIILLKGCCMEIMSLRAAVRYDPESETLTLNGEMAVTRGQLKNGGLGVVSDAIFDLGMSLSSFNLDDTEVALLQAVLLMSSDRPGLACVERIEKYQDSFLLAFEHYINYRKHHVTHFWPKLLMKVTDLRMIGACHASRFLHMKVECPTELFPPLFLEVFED
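Binding of a 20-amino-acid Texas Red SRC2 peptide (20 nM) to TRb ligand-binding domain (0.6 uM) with agonist T3 at 1 uM was followed by fluorescence polarization after a 5 hr room-temperature incubation.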
Tau fibril FP – blocks human tau fibril formation measured by polarization; Potency, µM (titrated, usually from 57.7 µM), for the others: top-dose activity, negative = inhibition, hits mostly inhibitors; K18 P301L tau heparin fibrillization, Alexa594 FP, 6 h; P10636; AID 1468; 280,000 compounds, 0.39% hits; further: on the % scale 0 is the no-effect control and ±100 the full control effect; nearly all actives have a fitted effect of over 55% in size
Target sequence (P10636 561-689 P618L limits assumed): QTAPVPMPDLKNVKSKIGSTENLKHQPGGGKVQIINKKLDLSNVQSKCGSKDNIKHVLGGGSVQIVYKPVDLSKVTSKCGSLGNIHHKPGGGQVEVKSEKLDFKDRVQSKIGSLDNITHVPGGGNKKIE
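Heparin (20 uM) drove fibril formation of recombinant tau K18 P301L, 15 uM unlabeled with 0.24 uM Alexa 594 label, for 6 hr at 37 C in 100 mM sodium acetate pH 7. Fluorescence polarization (555/632 nm) read 1 hr after 30 uM ThT.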
HTT cytoprotect – Huntington cell model cytoprotection by ATP luminescence; PC12 HTT-Q103 induced, cytoprotection, ATP luminescence, 40 h; Potency, µM (doses to about 56.4 µM), without a hit: cytoprotection (ATP increase), actives largely listed as activators; 230,000 compounds, 0.14% hits;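 further: % of control where 0% means no effect; nearly all actives have a fitted effect of over 45% in size; toxic huntingtin expression switched on by the ecdysone agonist tebufenozide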
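PC12 cells stably carrying ecdysone-inducible Htt exon 1 (Q103)–GFP were induced with 100 nM tebufenozide (final) alongside library compounds in a dose series. Cytoprotection was scored as retained ATP by ATPlite luminescence.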
TexasRed fluor – alters Texas Red total fluorescence, flagging assay interference | TRb/SRC2 Texas Red total fluorescence interference | Potency, µM (highest dose often 106 µM), for the others: top-dose fluorescence change, negative = quenching | 280,000 compounds, 0.29% hits | AID 1479; active means well fitted curve in either direction with a large enough effect; inconclusive means small, poorly fitted or top-dose-only effect; further: on the % scale 0 is the no-effect control and ±100 the full control effect
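Flags fluorescent or light-absorbing compounds by total fluorescence, S + 2P, at 555 nm excitation and 632 nm emission. Mixture: 20 nM Texas Red SRC2 peptide, 0.6 uM human TRb LBD, 1 uM T3, 5% DMSO; compound exposure 5 h at ambient temperature.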
RECQ1 helicase – inhibitors of human RECQ1 DNA helicase. Potency, µM (highest dose often 57.3 µM), for the others: top-dose activity, negative = inhibition, hits mostly inhibitors. P46063. 240,000 compounds, 0.54% hits. RECQ1 DNA unwinding, red fluorescence kinetic read. AID 2549;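 further: plate controls were vehicle for no effect and no enzyme for full effect; nearly all actives have a fitted effect of over 30% in size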
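RECQ1T1 50 nM; forked duplex (20 bp + 30-nt ss tails) 200 nM, ATP 2 mM final; pH 8.0, 2 mM MgCl2, 2.5 ug/ml poly(dI-dC); 15 min compound preincubation; discontinuous kinetic read over 2 h at RT.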
Tau fluor cs – counter-screen for tau fibril formation inhibitors; AID 1463; Potency, µM (doses to about 57.7 µM), without a hit: top-dose activity change, negative = decrease; 280,000 compounds, 0.93% hits; tau K18 P301L Alexa594 fluorescence, heparin fibrillization; further: on the % scale 0 is the no-effect control and ±100 the full control effect; nearly all actives have a fitted effect of over 55% in size
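Human tau K18 P301L (15 uM unlabeled, 0.24 uM Alexa 594-labeled) in 100 mM sodium acetate pH 7 with 20 uM heparin, 6 hr at 37 C. ThT 30 uM added, 1 hr ambient; Alexa 594 FP and total fluorescence read at 555/632 nm.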
L3MBTL1 inh – L3MBTL1 (human) inhibition. Potency, µM (highest dose often 57.1 µM), inactives show at the top dose activity, negative = inhibition, most hits filed as inhibitors. 230,000 compounds, 0.66% hits. AlphaScreen L3MBTL1–H3K9me1 peptide binding. Q9Y468. AID 485360; further: on the % scale 0 is the no-effect control and ±100 the full control effect; nearly all actives have a fitted effect of over 60% in size
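L3MBTL1 50 nM + b-AHA-H3(1-15)K9me1 75 nM, 30 min RT; compound added, 30 min RT; streptavidin donor/Ni-chelate acceptor beads 10 ug/mL each final, 30 min RT dark; AlphaScreen read.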
Tau ThT inhib – blocks human tau fibril formation measured by thioflavin T; P10636; recombinant tau K18 P301L (four-repeat tau fragment), heparin-induced fibrillization, ThT fluorescence; Potency, µM (doses to about 57.4 µM), without a hit: top-dose activity, negative = inhibition, usual class: inhibitors; 270,000 compounds, 2.1% hits; AID 1460; further: on the % scale 0 is the no-effect control and ±100 the full control effect; nearly all actives have a fitted effect of over 55% in size
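Heparin-induced fibrillization of the P301L-mutant K18 repeat-domain fragment of human tau was followed by ThT binding in quantitative high-throughput format.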
Numbers without * were called inactive; i = inactive; ? = inconclusive; · = not tested or not shown; [ ] = dose if it differs, or a comment. Unless noted, the call rests on the fitted dose curve; in most records, active means well fitted curve in the direction sought with a large enough effect; inconclusive means small, poorly fitted or top-dose-only effect, or another doubt; inactive means no such curve, though single readings can be large; an effect the other way counts as inactive or inconclusive. Potency means the concentration at half of the fitted maximal effect. The list is partial; the hit share may differ from the screen's.

SMILES	TRb-SRC2 inh	Tau fibril FP	HTT cytoprotect	TexasRed fluor	RECQ1 helicase	Tau fluor cs	L3MBTL1 inh	Tau ThT inhib
CCN=C1S/C(=C\c2ccc(OCC)c(OC)c2)C(=O)N1CC	-4%	0%	10%[10 µM]	0%	-5%	-5%	8%	-8%
O=C(c1ccc2c(c1)N(Cc1ccc(Cl)cc1)C(=O)c1ccccc1S2(=O)=O)N1CCOCC1	2%	-10%	·	-2%	·	-19%	·	0%
CC(C)CNC(=O)N[C@@H](CC(C)C)C(=O)O	1%	2%	0%[10 µM]	0%	4%	?	·	·
CCCCOc1ccc(C(O)(CC)CCN2CCOCC2)cc1 (configuration not stated)	-8%	-14%	9%[1.9 µM]	0%	-2%	-3%	8%	-9%
CCOc1cc(Br)c(C(=O)O)cc1OCC	0%	3%	-9%[0.074 µM]	-6%	-3%	6%	3%	2%
COC(=O)COc1ccc2oc(=O)cc(C)c2c1	-9%	-5%	10%[0.074 µM]	-1%	-7%	0%	·	-9%
COc1ccc(C)cc1C1=Nc2ccccc2C1(C)C	-1%	4%	·	-3%	0%	1%	-2%	-3%
CCOC(=O)CSC1=N/C(=C/c2ccc(-n3cncn3)cc2)C(=O)N1C(C)=O	3%	?	7%	-8%	i	-14%	11%	?
CCOc1ccc(OCC)c(NC(=O)c2cc3ccccn3n2)c1	3%	0%	·	-4%	·	?	·	?
Cn1c(Cn2c(=O)sc3ccccc32)nnc1SCC(=O)NCC1CCCO1 (configuration not stated)	1%	5%	13%[10 µM]	-7%	-5%	10%	18%	4%
CCOC(=O)N1CCN(c2ccccc2OC)CC1	-1%	-6%	11%[10 µM]	-2%	22%	-9%	-3%	-11%
COc1ccccc1CNc1ncnc2c1c(-c1ccccc1)cn2-c1cccc(C)c1	9%	-7%	·	-2%	·	-9%	·	-6%
CS(=O)(=O)c1sc(C(=O)NC(=O)Nc2cccc(C(F)(F)F)c2)c2c1C=CCC2	3%	3%	7%[10 µM]	-2%	i	-4%	·	·
CC1CCc2c(C(=O)Nc3ccc(OC(F)(F)F)cc3)csc2C1 (configuration not stated)	2%	-19%	19%[10 µM]	-6%	-5%	-11%	10%	5%
COc1cc2cc(CNc3ccccc3)c(=O)n(CC(=O)Nc3ccccc3)c2cc1OC	3%	-3%	·	-2%	·	?	·	?
CCc1c(C(=O)N/N=C/c2cn[nH]c2-c2ccc(F)cc2)csc1C	-3%	-7%	·	-3%	-4%	-21%	-11%	-3%
Cc1ccc(S(=O)(=O)n2nc(OC(=O)c3cccs3)cc2N)cc1	6%	-4%	-17%	-1%	-12%	-18%	-1%	?
O=C(COc1ccccc1F)Nc1ccc2nc(SCC(=O)N3CCc4ccccc43)sc2c1	1%	?	·	0%	·	-19%	·	?
CCCN(CCC)CCCNC(=O)CC1Nc2ccccc2NC1=O (configuration not stated)	-6%	-12%	4%	-1%	2%	-10%	-1%	-16%
Cc1cccc(-c2nc3c4ccccc4nc(N4CCN(c5ccc(F)cc5)CC4)n3n2)c1	0%	-3%	·	-1%	·	-2%	·	6%

Ordered by length of the SMILES (smallest number first): some entries from above
SMILES	TRb-SRC2 inh	Tau fibril FP	HTT cytoprotect	TexasRed fluor	RECQ1 helicase	Tau fluor cs	L3MBTL1 inh	Tau ThT inhib
CCOC(=O)N1CCN(c2ccccc2OC)CC1	-1%	-6%	11%[10 µM]	-2%	22%	-9%	-3%	-11%
COC(=O)COc1ccc2oc(=O)cc(C)c2c1	-9%	-5%	10%[0.074 µM]	-1%	-7%	0%	·	-9%
CCOc1ccc(OCC)c(NC(=O)c2cc3ccccn3n2)c1	3%	0%	·	-4%	·	?	·	?
CCN=C1S/C(=C\c2ccc(OCC)c(OC)c2)C(=O)N1CC	-4%	0%	10%[10 µM]	0%	-5%	-5%	8%	-8%
Cn1c(Cn2c(=O)sc3ccccc32)nnc1SCC(=O)NCC1CCCO1 (configuration not stated)	1%	5%	13%[10 µM]	-7%	-5%	10%	18%	4%
CCc1c(C(=O)N/N=C/c2cn[nH]c2-c2ccc(F)cc2)csc1C	-3%	-7%	·	-3%	-4%	-21%	-11%	-3%
COc1ccccc1CNc1ncnc2c1c(-c1ccccc1)cn2-c1cccc(C)c1	9%	-7%	·	-2%	·	-9%	·	-6%
Cc1cccc(-c2nc3c4ccccc4nc(N4CCN(c5ccc(F)cc5)CC4)n3n2)c1	0%	-3%	·	-1%	·	-2%	·	6%
O=C(c1ccc2c(c1)N(Cc1ccc(Cl)cc1)C(=O)c1ccccc1S2(=O)=O)N1CCOCC1	2%	-10%	·	-2%	·	-19%	·	0%

(continued)
SMILES	TRb-SRC2 inh	Tau fibril FP	HTT cytoprotect	TexasRed fluor	RECQ1 helicase	Tau fluor cs	L3MBTL1 inh	Tau ThT inhib
Cc1ccc(-c2cn3c(n2)sc2cc(C(=O)NC4CCCc5ccccc54)ccc23)cc1 (configuration not stated)	-3%	8%	·	3%	·	-5%	·	-4%
Cc1ccc(-n2c(SCC(=O)OC(C)C)nnc2-c2ccncc2)cc1	-1%	5%	-13%	-2%	-2%	2%	1%	-1%
CCOC(=O)c1cc2c(=O)[nH]ccc2nc1C	4%	-2%	-5%	-6%	12%	-5%	7%	0%
CCN(CC)S(=O)(=O)c1ccc2c(c1)nc(CN(C)C(=O)Nc1ccc(C)c(F)c1)n2C	5%	-2%	·	0%	·	-17%	·	-4%
NC[C@@H]1O[C@H](O[C@@H]2[C@H](O[C@@H]3O[C@H](CO)[C@@H](COC[C@H]4O[C@@H](CN)[C@@H](O)[C@@H](O)[C@@H]4N)[C@@H]3O)[C@@H](O)[C@@H](N)C[C@H]2N)[C@@H](N)[C@H](O)[C@@H]1O	-5%[53 µM]	·	9%[40.3 µM]	-3%[53 µM]	-1%[25.9 µM]	·	·	·
Cc1cn2c(=O)c(S(=O)(=O)NCc3ccc(F)cc3)c(C)nc2s1	2%	-6%	·	1%	·	-1%	·	-3%
Cc1ccc(NC(=O)CCC(=O)NNC(=O)c2ccccc2[N+](=O)[O-])c(C)c1	2%	-13%	·	-1%	6%	-3%	9%	4%
N#CNC(=Nc1cccc(C(F)(F)F)c1)SCc1ccc(C(=O)O)cc1	-3%	-14%	-9%[10 µM]	1%	-8%	-10%	1%	?
CC(C)(C)C(=O)Nc1ccc(-c2csnn2)cc1	4%	2%	-16%[10 µM]	-2%	i	-10%	12%	-7%
CCOC(=O)/C(C#N)=C\c1c(OCC)n(CC)c2ccccc12	1%	7%	7%[10 µM]	-4%	-15%	?	18%	?
COc1cc(/C=N/NC(=O)CC2(C)OCCCO2)ccc1OCc1ccccc1	-3%	1%	-4%[10 µM]	-4%	-4%	3%	6%	-14%
Cc1ccc(-n2cc(-c3ccccc3)c3c(NC4CCCC4)ncnc32)cc1	-1%	-3%	·	0%	·	-2%	·	-6%
CS(=O)(=O)c1cccc(NC(=O)c2ccc(Cl)c(Cl)c2)c1	-4%	-6%	-18%	1%	-3%	-11%	-1%	1%
COCCNC(=O)/C(C#N)=C/c1cccc(OCc2ccccc2)c1	-4%	8%	5%[10 µM]	1%	-4%	5%	-13%	-10%
COc1ccc2c(c1)c1ncn(CC3CCCO3)c(=O)c1n2C (configuration not stated)	-3%	-6%	0%[10 µM]	-6%	-8%	-1%	0%	-4%
COC(=O)C1=C(C)N(c2cccc(C(C)=O)c2)C(=O)C1	-9%	0%	-10%	-1%	5%	-4%	·	-9%
CCC1(C)CC2(CCCN(CCC(O)(c3ccccc3)c3ccccc3)C2)CCO1 (configuration not stated)	-7%	-3%	-12%[10 µM]	0%	-2%	2%	-16%	-5%
NCC(c1ccccc1)c1c[nH]c2ccccc12 (configuration not stated)	0%	8%	-19%	1%	-9%	-2%	3%[11.4 µM]	5%
Clc1ccccc1OCc1nnc(-c2ccccc2)o1	2%	2%	-3%[10 µM]	0%	8%	-20%	37%[activator]	?
CCOC(=O)C(C(=O)Nc1cccc(C)c1)C1CCCCC1 (configuration not stated)	-2%	9%	-16%	-4%	-2%	-9%	·	-12%
CC1(C)CC(=O)C(C=NCCN2CCN(C(=O)CC3CCCC3)CC2)=C(O)C1	-1%	1%	19%	0%	i	-6%	8%	-8%
CCOC(=O)C1CCN(C(c2cc3ccc(C)cc3[nH]c2=O)c2nnnn2C2CCCCC2)CC1 (configuration not stated)	-7%	?	-8%	0%	-3%	-17%	0%	?
CCOc1ccc(OCc2ccc(C(=O)NCC3CCCO3)o2)cc1 (configuration not stated)	-2%	1%	36%[10 µM]	2%	-1%	-14%	-1%	-22%
COc1ccc(CN2C(=O)[C@@H]3C(c4ccccc4Cl)=NO[C@@H]3C2=O)cc1	-24%	-3%	0%	2%	i	-7%	3%	5%
O=C(CCCOc1ccccc1)n1nnc2ccccc21	-9%	4%	10%	-3%	i	0%	9%	-3%
CCOC(=O)c1[nH]c2ccc(OC)cc2c1NC(=S)N1CCN(c2ccccn2)CC1	-9%	8%	1%	0%	-6%	-19%	·	1%
Cc1ccc(CSC2=Nc3ccccc3C3=NC(CC(=O)NCc4ccco4)C(=O)N23)cc1 (configuration not stated)	2%	-7%	-33%	1%	?	-8%	?	?
